NTMT1 inh – NTMT1 methyltransferase inhibition; Q9BV86; NTMT1 MTase-Glo SAH luminescence, purified enzyme; Potency, µM (highest dose often 114 µM), for the others: at the top dose activity change, negative = inhibition, actives largely listed as inhibitors; 59,000 compounds, 2.5% hits; AID 1645870;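 further: potency means the concentration at half of the fitted maximal effect; plate controls were DMSO vehicle for no effect and no enzyme for full effect; nearly all actives have a fitted effect of over 65% in size; many of its hits are not listed in these tables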
Target sequence (Q9BV86 whole entry, looked up): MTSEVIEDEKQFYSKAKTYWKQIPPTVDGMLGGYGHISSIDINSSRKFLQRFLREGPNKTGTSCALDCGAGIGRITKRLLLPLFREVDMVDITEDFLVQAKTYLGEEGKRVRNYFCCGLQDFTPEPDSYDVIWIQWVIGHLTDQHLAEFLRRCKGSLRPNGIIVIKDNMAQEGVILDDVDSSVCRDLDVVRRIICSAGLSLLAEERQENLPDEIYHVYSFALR
B2AR arrestin ag – agonists recruiting beta-arrestin to human beta2-adrenergic receptor; AID 1347077; 44,000 tested, under 10 active; P07550; Potency, µM (top dose mostly 46.1 µM), for the others: at the top dose activation, most hits filed as activators; HTLA Tango cells, beta-arrestin recruitment, luciferase luminescence, 18 h;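 further: potency means the concentration at half of the fitted maximal effect; 0% = DMSO and full agonism = EC100 isoproterenol or metaproterenol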
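Tango cell line, 1% FBS DMEM; cpd titration up to 46 microM; 18 hr, 37 degrees C, 5% CO2. Luciferin/ATP substrate mix added, 15 min RT, luminescence. %Activity, CRC fitting, curve-class categorization.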
p53null 32C tox – kills p53 null cells at the permissive temperature; Potency, µM (highest dose often 46.1 µM), for inactives: top-dose activity change, negative = cytotoxicity, most hits filed as cytotoxic; AID 903; 55,000 compounds, 0.62% hits; H1299-neo p53 null cells, ATP luminescence, 24 h, 32C;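 further: potency means the concentration at half of the fitted maximal effect; 0% = DMSO only and -100% = full killing by 100 µM tamoxifen; nearly all actives have a fitted effect of over 55% in size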
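ATP-content luminescence in p53-null H1299-neo cells after 24 h compound exposure (up to 46 uM) at 32C permissive temperature; 0% and 100% killing set by DMSO and 100 uM tamoxifen; Hill-equation AC50.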
FH mod – Identification of activators of human fumarate hydratase by quantitative high-throughput screening; FH coupled MDH/diaphorase resazurin fluorescence, 15 min; Potency, µM (top dose mostly 79.9 µM), for inactives: top-dose activity change, negative = inhibition, most hits filed as inhibitors; 54,000 compounds, 0.22% hits; AID 1347055, 2019; further: potency means the concentration at half of the fitted maximal effect; on the % scale 0 is the no-effect control and ±100 the full control effect; the screen sought activators but most active calls are inhibition curves; nearly all actives have a fitted effect of over 45% in size
Target sequence (P07954 whole entry, looked up): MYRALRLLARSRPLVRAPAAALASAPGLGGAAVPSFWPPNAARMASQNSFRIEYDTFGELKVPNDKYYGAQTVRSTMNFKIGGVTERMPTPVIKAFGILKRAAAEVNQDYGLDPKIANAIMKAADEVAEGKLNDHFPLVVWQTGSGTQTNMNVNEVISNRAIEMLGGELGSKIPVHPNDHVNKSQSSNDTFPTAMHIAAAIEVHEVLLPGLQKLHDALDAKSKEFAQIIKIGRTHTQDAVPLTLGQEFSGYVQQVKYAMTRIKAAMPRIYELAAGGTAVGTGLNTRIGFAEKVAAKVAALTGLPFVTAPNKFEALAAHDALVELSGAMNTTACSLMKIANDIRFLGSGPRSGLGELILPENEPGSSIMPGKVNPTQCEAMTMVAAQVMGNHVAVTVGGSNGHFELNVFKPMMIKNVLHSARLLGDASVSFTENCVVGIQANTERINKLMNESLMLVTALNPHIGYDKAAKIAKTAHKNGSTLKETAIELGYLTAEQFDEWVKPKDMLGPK
p53null 39C tox – p53 null cell cytotoxicity, nonpermissive temperature; H1299 p53-null (neo) cells, 39C, ATPlite viability, 24 h; Potency, µM (highest dose often 46.1 µM), inactives show at the top dose activity, negative = cell killing, actives largely listed as cytotoxic; 55,000 compounds, 0.97% hits; AID 904;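 further: potency means the concentration at half of the fitted maximal effect; 0% = DMSO only and -100% = full killing by 100 µM tamoxifen; nearly all actives have a fitted effect of over 50% in size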
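Cells seeded at 600/well, 37C overnight. Compound added (up to 46 uM), plates shifted to 39C for 24 hr. ATPlite added, luminescence read after 20 min at room temperature.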
GALK inhibitor – inhibitors of human galactokinase (GALK); Potency, µM (doses to about 57.5 µM), for the others: at the highest dose activity, negative = inhibition, hits mostly inhibitors; AID 1347072; 44,000 tested, under 10 active; recombinant GALK, Kinase-Glo ATP luminescence, 1 h;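 further: plate controls were full GALK reaction for no effect and reaction lacking GALK for full effect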
Target sequence (P51570 whole entry, looked up): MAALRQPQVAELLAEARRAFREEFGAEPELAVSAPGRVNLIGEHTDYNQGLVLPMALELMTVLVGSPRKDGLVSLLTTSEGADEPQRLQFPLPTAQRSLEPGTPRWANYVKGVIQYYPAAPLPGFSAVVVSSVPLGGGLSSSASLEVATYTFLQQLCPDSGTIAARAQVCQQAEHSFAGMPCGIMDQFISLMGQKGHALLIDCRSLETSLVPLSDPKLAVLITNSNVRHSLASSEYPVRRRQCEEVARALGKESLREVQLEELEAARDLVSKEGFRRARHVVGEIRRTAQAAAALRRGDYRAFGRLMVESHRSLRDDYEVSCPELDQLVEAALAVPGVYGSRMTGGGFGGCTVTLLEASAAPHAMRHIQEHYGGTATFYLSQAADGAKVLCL
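Compounds were pinned into ATP buffer, then GALK-galactose mix was added (final 5 nM enzyme, 35 uM ATP, 100 uM galactose, pH 8.0). After 1 h at room temperature, Kinase-Glo Plus was added and luminescence read.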
PTAP-TSG101 blk – inhibitors of HIV-1 PTAP binding to human TSG101, validation. Q99816. Fluorescence polarization, FITC-PTAP peptide/Tsg101, 20 min. Potency, µM (doses to about 115 µM), for the others: top-dose activity change, negative = inhibition, actives largely listed as inhibitors. 44,000 tested, under 10 active. AID 1347069; further: potency means the concentration at half of the fitted maximal effect; 0% is about no effect
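Compounds pinned into 10 uM Tsg101 binding domain, then 50 nM FITC-PTAP peptide added in pH 7.5 HEPES buffer; FP read after 20 min, room temperature. Total S+P intensity flags fluorescent compounds; active cut-off <25 µM, efficacy <60%.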
* = called active by the depositor; ? = inconclusive; · = no result given; ! = a repeat was not active; [ ] = remark or other dose. The call rests on the fitted dose curve; in most records, active means well fitted curve in the direction sought with a large enough effect; inconclusive means small, poorly fitted or top-dose-only effect, or another doubt; inactive means no such curve, though single readings can be large; an effect the other way counts as inactive or inconclusive. A portion of the library, so the mix of outcomes need not match the whole.

SMILES	NTMT1 inh	B2AR arrestin ag	p53null 32C tox	FH mod	p53null 39C tox	GALK inhibitor	PTAP-TSG101 blk
CC(=O)N1c2ccc(S(=O)(=O)N(C)CC(=O)N(Cc3ccccc3)C(C)C)cc2CC1C (stereo unspecified)	-11%	-1%	-1%	2%	10%	?	-13%
COc1ccc(-c2cc(C(F)(F)F)nc(SCC(=O)NCc3ccc(OC)c(OC)c3)n2)cc1	1%	1%	9%	-9%	-5%	4%	0%
O=C(NC1CC(=O)N(c2ccc3c(c2)OCCO3)C1)c1c(F)cccc1Cl (stereo unspecified)	3%	-1%	-4%	0%	23%	2%	-2%
Cc1ccc2[nH]c(=O)c3cc(C(=O)N4CCN(c5ccccc5)CC4)sc3c2c1	-2%	1%	1%	-4%	32%[activator]	0%	-8%
CCOc1ccccc1N1CCN(S(=O)(=O)c2ccc(C3CCCCC3)cc2)CC1	11%	0%	4%	-18%	10%	4%	-5%
COc1ccccc1NC(=O)CC(c1cc(OC)c(OC)c(OC)c1)N1Cc2ccccc2C1=O (stereo unspecified)	10%	1%	-5%	2%	10%	1%	0%
O=C(CCc1ccccc1)N1CCc2c([nH]c3ccccc23)C1c1ccc(F)cc1 (stereo unspecified)	15%	0%	-7%	-24%	31%[activator]	1%	-3%
CC1=C(C(N)=O)C(c2cccc(Br)c2)n2nc(SCc3ccccc3)nc2N1 (stereo unspecified)	0%	0%	6%	6%	1%	0%	2%
Cc1ccc(NC(=O)COc2ccc(-c3nn(C)c(=O)c4ccccc34)cc2)cc1	-14%	0%	5%	-20%	-12%	0%	-6%
CCCCOc1ccc(C(=O)NCC2(N3CCN(C)CC3)CCCCC2)cc1	-1%	-4%	3%	18%	?	0%	-1%
Cc1ccc(OCC(=O)OCc2cc(=O)n3nc(C4CCCCC4)sc3n2)cc1	-3%	0%	-4%	0%	-10%	-1%	-4%
Cc1cccc(C)c1OCC(=O)N1CCC(c2nc3ccccc3o2)CC1	17%	-1%	-6%	-13%	-29%	6%	-5%
Cc1ccc(S(=O)(=O)NCC(Nc2cccc(Cl)c2)c2ccccc2)cc1 (stereo unspecified)	15%	1%	?	?	?	-1%	-2%
Cc1cccc(NC(=O)N2CC=C(c3c[nH]c4ccccc34)CC2)c1C	?	0%	4%	-8%	19%	1%	44%[activator]
Cc1ccc(C)n1-c1nnc(N2CCCC(C(=O)NCc3ccccc3)C2)s1 (stereo unspecified)	-19%	-3%	-5%	-10%	0%	0%	-1%
CC(=O)Nc1nonc1-c1nnc(SCc2ccc(F)cc2Cl)n1C	?	-4%	-13%	-23%	-14%	-9%	-7%
CCN(C(=O)CSc1ncc(S(=O)(=O)c2ccc(C)c(Cl)c2)c(=O)[nH]1)c1cccc(C)c1	?	0%	-5%	-20%	-4%	-4%	-4%
Cc1ccc(C)n1-c1nnc(N2CCCC(C(=O)Nc3ccccc3Br)C2)s1 (stereo unspecified)	-18%	-1%	4%	-34%	0%	4%	0%
COc1cc(OC)c(N(C)C(=O)c2cn(C)c(=O)c3cc(OC)c(OC)cc23)cc1Cl	8%	-2%	·	-11%	·	6%	-2%
CCc1ccc(NCc2cc3cc4c(cc3n(CC(=O)Nc3ccc(C)cc3)c2=O)OCO4)cc1	3%	0%	1%	-30%	10%	0%	2%
COc1ccc(CNc2oc(-c3ccc(COc4ccc(OC)cc4)o3)nc2C#N)cc1	-2%	-3%	5%	?	7%	3%	6%
Cc1ccccc1NC(=O)N1CCC(CN2CCCC2)CC1	2%	0%	2%	-28%	-6%	2%	3%
Cc1ccc(SCc2nc(-c3ccc(C(=O)NCc4ccc(Cl)cc4)cc3)oc2C)cc1	31%[activator]	0%	-5%	-14%	-10%	1%	3%
CCOc1ccc(-c2cc(CCCC(=O)NCCc3ccc(OC)c(OC)c3)no2)cc1	?	1%	-21%	-14%	-8%	1%	0%
CCOc1ccc(NS(=O)(=O)c2c(C)nc3sc(CC)nn3c2=O)cc1	1%	1%	-3%	4%	-20%	-4%	-2%

Another view of four compounds above.
Under each structure: NTMT1 inh	B2AR arrestin ag	p53null 32C tox	FH mod	p53null 39C tox	GALK inhibitor	PTAP-TSG101 blk
O=C(NC1CC(=O)N(c2ccc3c(c2)OCCO3)C1)c1c(F)cccc1Cl (stereo unspecified)
→ 3%	-1%	-4%	0%	23%	2%	-2%
Cc1ccc2[nH]c(=O)c3cc(C(=O)N4CCN(c5ccccc5)CC4)sc3c2c1
→ -2%	1%	1%	-4%	32%[activator]	0%	-8%
CCOc1ccccc1N1CCN(S(=O)(=O)c2ccc(C3CCCCC3)cc2)CC1
→ 11%	0%	4%	-18%	10%	4%	-5%
COc1ccccc1NC(=O)CC(c1cc(OC)c(OC)c(OC)c1)N1Cc2ccccc2C1=O (stereo unspecified)
→ 10%	1%	-5%	2%	10%	1%	0%

(cont.)
SMILES	NTMT1 inh	B2AR arrestin ag	p53null 32C tox	FH mod	p53null 39C tox	GALK inhibitor	PTAP-TSG101 blk
CCOC(=O)c1c(-c2ccc(C)cc2C)csc1NC(=O)c1ccccc1Cl	11%	0%	2%	-12%	28%	0%	0%
COc1ccccc1N(C)C(=O)Cn1c(=O)oc2cc(S(=O)(=O)N3CCCC3)ccc21	4%	-1%	-18%	1%	-18%	4%	-1%
CCN(CC)S(=O)(=O)c1ccc(C(=O)N2CC(=O)Nc3ccc(F)cc3C2c2ccccc2)cc1 (stereo unspecified)	-3%	1%	15%	-14%	-14%	6%	-4%
CC(C)(C)C(=O)Nc1c(C(=O)N2CCN(c3ccc(F)cc3)CC2)oc2ccccc12	?	1%	-18%	-29%	0%	1%	-1%
Cc1ccc(NC(=O)c2ncn(-c3ccccc3)n2)cc1Cl	20%	-1%	-17%	0%	?	2%	-6%
Cc1cc(OCCCSc2nc(-c3ccc(C(C)(C)C)cc3)nc3cc(=O)[nH]n23)ccc1Cl	50µM*!	1%	50%[activator]	?	?	-1%	-14%
CCOc1ccc(NC(=O)NCc2c(-n3cccc3)sc3c2CCCC3)cc1	7%	-3%	-1%	23%	-3%	-9%	-5%
COc1ccc(-c2nc3c(C#N)c[nH]n3c2NC2CCCCC2)c(OC)c1	-6%	-2%	-5%	-16%	3%	2%	-16%
CCC(Oc1ccccc1F)C(=O)Nc1cc(-c2ccccc2)no1 (stereo unspecified)	8%	-1%	3%	-33%	14%	-2%	2%
CCn1c(C(=O)NCCc2ccc(OC)c(OC)c2)cc2sc(Cl)cc21	-4%	-2%	-3%	?	63%[activator]	-3%	-4%
COc1ccc(OC)c(S(=O)(=O)N2CCN(Cc3nc4ccc(C)cc4o3)CC2)c1	16%	0%	-7%	-1%	7%	2%	-9%
Cc1nc2ccccc2n1CCc1nc2c3ccccc3nc(SCc3ccc(F)cc3)n2n1	4%	0%	-8%	-3%	-2%	0%	-1%
Cc1c(Cl)cccc1NC(=O)CSc1ncnc2c1sc1ccccc12	3%	2%	-2%	-6%	-5%	-1%	-7%
COc1ccc(-c2nc3sc(CCNC(=O)c4ccc(Br)o4)c(C)n3n2)cc1	-20%	-2%	?	?	?	-5%	-6%
COc1ccc(CNC(=O)c2cc(-c3ccc(Br)s3)nc3ccccc23)c(OC)c1	13%	0%	-2%	-12%	-15%	6%	-9%
COc1ccc(C)cc1NC(=O)c1ccc2nc(Cc3ccccc3)oc2c1	-2%	-1%	7%	?	31%[activator]	4%	0%
CCCCC(=O)Nc1cc2nn(-c3ccc(OCC)cc3)nc2cc1C	9%	0%	-3%	-7%	-5%	-16%	2%
Cc1cc(NC(=O)c2ccc(F)cc2)ccc1-c1cc2ccccc2oc1=O	9%	-1%	-4%	-15%	12%	2%	-6%
COc1ccc(CNCCC(c2ccc3c(c2)OCO3)c2ccccc2OC)cc1 (stereo unspecified)	-11%	1%	4%	-6%	13µM*	-1%	-2%
COc1ccc(CCNC(=O)CSc2nc3ccccc3nc2Cc2ccc(Cl)cc2)cc1OC	10%	0%	4%	1%	-13%	1%	2%
Cc1nn(-c2ccc(N3CCOCC3)nn2)c(C)c1CCC(=O)Nc1ccc(F)cc1F	·	1%	3%	·	3%	-3%	9%
COc1ccc(N2CCN(C(=O)Cn3ncc4c3-c3cc(C)ccc3OC4)CC2)cc1	?	-1%	2%	-17%	-10%	4%	1%
CSCCC(NS(=O)(=O)c1ccc2c(c1)oc(=O)n2C)C(=O)N1CCN(c2cccc(Cl)c2)CC1 (stereo unspecified)	10%	-1%	8%	-11%	8%	0%	0%
COc1cc(NC(=O)CSc2nc(C)c(C(=O)Nc3ccccc3)c(-c3ccc(OC)c(OC)c3)c2C#N)c(OC)cc1Cl	13%	0%	7%	-13%	-4%	0%	-7%
CC1CN(C(=O)CCC(=O)NCc2ccc(F)cc2)c2cc(Cl)ccc2O1 (stereo unspecified)	?	-3%	-1%	-13%	-23%	4%	0%
O=C(CCc1nc(-c2cccs2)no1)Nc1ccccc1[N+](=O)[O-]	-2%	-3%	-4%	-5%	-28%	0%	0%
CCc1ccc(NC(=O)CSc2nccn2-c2ccc(OC)cc2)cc1	?	0%	-3%	-2%	41%[activator]	4%	1%
CCOc1ccccc1NC(=O)C1=C(C)Nc2ncnn2C1c1ccc(C)o1 (stereo unspecified)	3%	0%	-5%	5%	-11%	3%	-3%
CC(=O)c1cccc(NC(=O)c2ccc3nc(Cc4ccccc4)oc3c2)c1	23%	-1%	-8%	-22%	-16%	-2%	-4%
CCOc1cccc(C2c3[nH]c4ccccc4c3CCN2C(=O)CCc2ccccc2)c1 (stereo unspecified)	6%	0%	-6%	-8%	3%	-1%	1%

An excerpt from the list above, as a working copy:
SMILES	NTMT1 inh	B2AR arrestin ag	p53null 32C tox	FH mod	p53null 39C tox	GALK inhibitor	PTAP-TSG101 blk
CCOC(=O)c1c(-c2ccc(C)cc2C)csc1NC(=O)c1ccccc1Cl	11%	0%	2%	-12%	28%	0%	0%
COc1ccccc1N(C)C(=O)Cn1c(=O)oc2cc(S(=O)(=O)N3CCCC3)ccc21	4%	-1%	-18%	1%	-18%	4%	-1%
CCN(CC)S(=O)(=O)c1ccc(C(=O)N2CC(=O)Nc3ccc(F)cc3C2c2ccccc2)cc1 (stereo unspecified)	-3%	1%	15%	-14%	-14%	6%	-4%
CC(C)(C)C(=O)Nc1c(C(=O)N2CCN(c3ccc(F)cc3)CC2)oc2ccccc12	?	1%	-18%	-29%	0%	1%	-1%

Copied from the list:
`COc1ccccc1N(C)C(=O)Cn1c(=O)oc2cc(S(=O)(=O)N3CCCC3)ccc21` | NTMT1 inh: 4%
`COc1ccc(CCNC(=O)CSc2nc3ccccc3nc2Cc2ccc(Cl)cc2)cc1OC` | p53null 39C tox: -13%
`Cc1nn(-c2ccc(N3CCOCC3)nn2)c(C)c1CCC(=O)Nc1ccc(F)cc1F` | GALK inhibitor: -3%
`CCc1ccc(NC(=O)CSc2nccn2-c2ccc(OC)cc2)cc1` | p53null 39C tox: 41%[activator]
`CCN(CC)S(=O)(=O)c1ccc(C(=O)N2CC(=O)Nc3ccc(F)cc3C2c2ccccc2)cc1` (stereo unspecified) | B2AR arrestin ag: 1%

Assay outcomes as filed in PubChem BioAssay.
